# KAT2A inh: qHTS Assay for Inhibitors of GCN5L2; GCN5L2 HAT assay, ThioGlo1 CoA-SH fluorescence; Histone acetyltransferase KAT2A (Homo sapiens), Q92830; 390,000 tested, 0.21% active; Potency, µM (series often up to 58.9 µM), inactives show at the highest dose activity change, negative = inhibition, actives largely listed as inhibitors
# Target sequence (Q92830 whole entry, looked up): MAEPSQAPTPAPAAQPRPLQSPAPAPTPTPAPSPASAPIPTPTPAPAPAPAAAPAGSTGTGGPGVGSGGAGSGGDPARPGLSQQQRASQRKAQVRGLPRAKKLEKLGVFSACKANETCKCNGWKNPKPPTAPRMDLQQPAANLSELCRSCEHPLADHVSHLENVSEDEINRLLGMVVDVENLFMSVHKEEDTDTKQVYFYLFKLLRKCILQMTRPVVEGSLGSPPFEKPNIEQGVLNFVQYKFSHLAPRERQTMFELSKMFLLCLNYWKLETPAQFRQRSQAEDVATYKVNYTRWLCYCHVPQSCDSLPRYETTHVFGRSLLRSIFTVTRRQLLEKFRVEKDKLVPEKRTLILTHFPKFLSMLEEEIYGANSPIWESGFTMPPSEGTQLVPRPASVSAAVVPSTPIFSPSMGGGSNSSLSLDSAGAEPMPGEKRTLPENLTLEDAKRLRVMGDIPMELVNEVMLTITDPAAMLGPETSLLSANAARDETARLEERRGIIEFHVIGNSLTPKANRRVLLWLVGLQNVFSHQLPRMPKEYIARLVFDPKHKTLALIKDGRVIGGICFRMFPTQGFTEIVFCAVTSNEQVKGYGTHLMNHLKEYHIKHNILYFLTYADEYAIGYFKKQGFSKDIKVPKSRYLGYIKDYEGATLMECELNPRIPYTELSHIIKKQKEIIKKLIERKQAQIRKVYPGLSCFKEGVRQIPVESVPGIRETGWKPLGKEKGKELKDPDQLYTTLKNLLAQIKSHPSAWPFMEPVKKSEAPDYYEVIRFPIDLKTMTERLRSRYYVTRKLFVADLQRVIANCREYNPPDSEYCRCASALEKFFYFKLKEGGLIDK
#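 Enzyme at 20nM final was mixed with library compounds for 15 min at room temperature. Peptide H3(1-25) at 75uM, acetyl-CoA at 70uM and ThioGlo1 at 50uM were then added. Plates were read immediately and after 20 min (Ex340nm/Em540nm).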
# DT40 TDP1 no CPT: qHTS for Inhibitors of human tyrosyl-DNA phosphodiesterase 1 (TDP1): qHTS in cells in absence of CPT; 420,000 tested, 15% active; Potency, µM (series often up to 46.2 µM), for inactives: at the highest dose activity change, negative = growth inhibition, usual class: inhibitors; AID 686978, 2013; DT40 Tdp1-/- hTDP1 cells, no CPT, ATP luminescence, 48 h; also: nearly all actives have a fitted effect of over 55% in size
#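 No-CPT arm: Tdp1-/-;hTDP1 DT40 cells (400/well) plus compounds, incubated ≥48 hr at 37 °C. Readout CellTiter-Glo luminescence.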
# TDP1 cell CPT: qHTS for Inhibitors of human tyrosyl-DNA phosphodiesterase 1 (TDP1): qHTS in cells in presence of CPT; chicken DT40 Tdp1-/-;hTDP1 cells + 20 nM CPT, ATP luminescence, 48 h; Potency, µM (top dose mostly 46.2 µM), for inactives: at the highest dose activity change, negative = growth inhibition, usual class: inhibitors; 420,000 tested, 12% active; AID 686979, 2013; also: nearly all actives have a fitted effect of over 55% in size
#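 Chicken DT40 Tdp1-/- cells complemented with human TDP1, 400 cells/well, exposed to compounds plus 20 nM camptothecin for at least 48 h at 37 C; viability read as ATP content by CellTiter-Glo luminescence.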
# Starred values were filed as active, the others as inactive; ? = inconclusive; · = no result given; & = joins results of further samples; [ ] = another dose, or the depositor's remark. Calls follow the shape of the dose curve; as a rule, active = well fitted curve in the direction sought with a large enough effect; inconclusive = small, poorly fitted or top-dose-only effect, or another doubt; inactive = no such curve, though single readings can be large; an effect the other way counts as inactive or inconclusive. % is scaled to controls: 0 for no effect and ±100 for the full control effect; potency is read from the fitted curve at half-maximal effect.
SMILES,KAT2A inh,DT40 TDP1 no CPT,TDP1 cell CPT
CCCN(CCC)S(=O)(=O)c1ccc2c(c1)CCCN2C(C)=O,-6.5%,?,-18.9%
O=C(NC(=S)Nc1ncc(Br)cc1Br)c1cncc(Br)c1,·,-13.6%,-29.6%
O=C(Cc1ccccc1)N[C@H](c1ccccc1)P(=O)(O)CO,0.3%,3.3%,-2.5%
Cc1ccc(CNc2nc(N)c([N+](=O)[O-])c(NCc3ccccc3)n2)cc1,-4.4%,-11.4%,-1.7%
CC(C)(C)c1cc(C(=O)N/N=C/c2ccccn2)n[nH]1,-5.6%,-4.7%,6.0%
O=C(/C=C/c1ccc([N+](=O)[O-])cc1)NCCOc1ccc(F)cc1,-7.8%,?,?
CCOC(=O)C1Cc2c([nH]c3ccccc23)CN1 (centres undefined),6.3%,-24.1%,-12.5%
Cc1cc(C(=O)N/N=C2\CCCC(=O)C2)c2ccccc2n1,-2.1%,-12.3%,-2.4%
COc1ccc2[nH]c(=O)c(CN(C(=O)C(C)C)c3ccccc3OC)cc2c1,-3.6%,?,?
CC(C)(C)C1CCCCC1NC(=O)c1ccncc1 (centres undefined),-5.9%,?,-4.2%
NC(=O)CSc1nnc(C2CC2)n1-c1ccccc1,2.1%,-1.8%,7.2%
CN(C)S(=O)(=O)N1CCN(C(=O)N2CCCCC2)CC1,4.5%,3.3%,-8.4%
O=C(O)CC(Cc1ccccc1)C(=O)NCC12CC3CC(CC(C3)C1)C2 (centres undefined),2.4%,-9.7%,-10.0%
CC1CCCC(C)N1C(=O)COC(=O)CN1C(=O)c2ccccc2C1=O (centres undefined),0.8%,-1.1%,-1.7%
Cc1cc(NC(=O)CCC(=O)N(c2ccccc2)C(C(=O)NC(C)(C)C)c2ccccc2Cl)no1 (centres undefined),-10.8%,-20.3%,0.4%
CC(C)C[C@H]1CN(CCCC[C@@H]2CNC(=O)C(=O)N2CC2CCCCC2)C(=O)C(=O)N1Cc1ccccc1,·,-7.1%,-3.4%
Cc1ccc(C(=O)NCC(=O)Nc2cccc(C(F)(F)F)c2)cc1,7.1%,-8.6%,-10.8%
Cc1onc(-c2c(Cl)cccc2Cl)c1C(N)=S,-2.2%,-20.9%,-24.3%
Cc1ccc(S(=O)(=O)NN2C(=O)c3ccccc3NC2c2cccc(O)c2)cc1 (centres undefined),-7.2%,-7.1%,1.4%
O=C(CSc1ccccn1)c1ccc2c(c1)OCO2,-0.3%,-17.7%,5.0%
O=C(COc1ccc(Br)cc1)N(Cc1ccccc1)c1ccccn1,-6.8%,-107.4%,6.4%
CCCc1cc(=O)n2[nH]cnc2n1,2.6%,-5.9%,1.1%
CC(=O)NCCNc1ncnc2ccc(-c3ccc(C(=O)N(C)C)cc3)cc12,-10.1%,-5.2%,4.7%
COc1ccc(C(NC(=O)CN2CCCCCC2)c2ccc(OC)cc2)cc1,-4.0%,-36.9%,-20.4%
O=C(O)CC/C(=N\Nc1ccc(S(=O)(=O)N2CCOCC2)cc1[N+](=O)[O-])c1cccs1,-14.8%,?,-11.5%
Cc1ccc(S(=O)(=O)Nc2c(C)n(C)n(-c3ccccc3)c2=O)cc1C(=O)OC(C)C(=O)c1ccccc1 (centres undefined),·,-21.6%,-34.5%
CCCc1nn(C)c(C(=O)Nc2cccc(CC)c2)c1Cl,-3.1%,-25.7%,?
COc1ccc(N2CCN(S(=O)(=O)c3ccc(-c4cc(C(F)(F)F)on4)s3)CC2)cc1,-12.2%,-4.7%,7.1%
CC(C)(C)NC(=O)C(c1ccccn1)N(C(=O)c1csnn1)C1CCCCC1 (centres undefined),-3.4%,-23.7%,8.4%
COc1ccc2[nH]cc(CCNC(=O)Cc3ccc(F)cc3)c2c1,-9.2%,1.6%,-0.4%
Cn1ccc(-c2ccccc2)c(C#N)c1=O,-8.9%,-16.6%,-3.1%
CCCCNC(=O)Cn1cnc2c(cnn2-c2ccc(C)cc2)c1=O,-11.6%,-1.4%,-0.6%
CC1(C(=O)OCC(=O)c2c[nH]c3ccccc23)CC1(Cl)Cl (centres undefined),-1.8%,-26.7%,-10.1%
COc1cccc(Nc2nc(CN3CCOCC3)nc3sc4c(c23)CCCC4)c1,-2.4%,20.6µM*,16.4µM*
Cc1ccc2nc(SCC(=O)NC3CCCc4ccccc43)[nH]c2c1 (centres undefined),39.3%[activator],16.4µM*,20.6µM*
Cc1cc(S(=O)(=O)N2CCC(N3CCCCC3)CC2)ccc1-n1cnnn1,-4.1%,6.7%,-7.4%
O=c1[nH]c(N2CCOCC2)nc2c1CCCC2,6.7%,-14.0%,?
CCc1nnc(NC(=O)C2CCCN2C(=O)Nc2ccccc2)s1 (centres undefined),-4.1%,12.2%,-4.9%
C=CCNC(=O)c1sc(=S)n(-c2ccc(C(=O)OCC)cc2)c1N,-8.0%,?,?
COc1ccc(N2CCN(C(=O)C(C)n3c(=O)cc(C(F)(F)F)c4c(C)nn(C)c43)CC2)cc1 (centres undefined),-9.5%,11.6µM*,11.6µM*
O=C(c1cccnc1)N1CCN(Cc2ccc3c(c2)OCO3)CC1,1.5%,-4.7%,-12.7%
Cc1ccc(S(=O)(=O)NC2(C(F)(F)F)NC(=O)N(C)C2=O)cc1 (centres undefined),-2.3%,1.0%,-2.3%
CC1CCN(CC(=O)Nc2nc(-c3ccccc3)cs2)CC1,-6.2%,?,?
Cc1ccc(S(=O)(=O)N2CCN(C(C)C(=O)Nc3ccccc3-c3ccccc3)CC2)cc1 (centres undefined),-12.0%,16.4µM*,?
Nn1cc(-c2ccccc2)nc1SCC(=O)N1CCN(S(=O)(=O)c2ccc3ccccc3c2)CC1,1.1%,?,?
COc1ccc(-c2nc(C#N)c(NC(C)c3ccccc3)o2)cc1OC (centres undefined),-2.2%,16.4µM*,?
COc1cccc(N2CC(NC(=O)C3CC3)CC2=O)c1 (centres undefined),1.4%,0.9%,9.8%
CCCCN1C(=O)c2ccc(C(=O)N(C)CC(=O)Nc3ccc(OCC)c(OCC)c3)cc2C1=O,0.1%,-13.5%,-10.6%
O=C(O)Cn1cc(CN2CCOCC2)c2ccccc21,0.5%,-18.6%,-0.5%
CN(C)C(=O)c1ccc(NC(=O)c2cccc(S(=O)(=O)N3CCN(Cc4ccccc4)CC3)c2)cc1,·,18.4µM*,14.6µM*
CC(/C=N/O)Cc1ccc2c(c1)OCO2 (centres undefined),-10.1%,-3.1%,?
COc1ccc(OC)c(NS(=O)(=O)c2ccc(Br)s2)c1,-3.4%&-1.3%,18.4µM*,16.4µM*
CC(Sc1nnc(N)s1)c1ccccc1Cl (centres undefined),-18.2%,-7.9%,-28.5%
COc1ccc(NC(=O)CN(C)C(=O)Cn2cnc3c2c(=O)n(C)c(=O)n3C)cc1,2.0%,-15.4%,10.6%
O=C(Nc1cccc(C(=O)N2CCCC2)c1)C1CC1,·,-5.6%,-0.2%
COc1cc2c(cc1OC)C(=O)CC(C)S2 (centres undefined),-6.2%,-27.1%,-6.7%
CCCN(CCC)S(=O)(=O)c1cc2c(cc1Br)CCN2C(=O)CC,·,5.8µM*,8.2µM*
Cc1ccc(SCc2cc(-c3ccc(Cl)cc3)on2)cc1,-13.0%,?,-1.1%
COc1ccccc1CN1CC(C(=O)NCCC2=CCCCC2)CCC1=O (centres undefined),-1.3%,-7.5%,?
Cc1ccc(NC(=O)CNC(=O)c2sc3ccccc3c2Cl)nc1,-9.3%,-27.2%,-21.0%

# Quoted at random: 5 compounds from above, in no set order.
SMILES,KAT2A inh,DT40 TDP1 no CPT,TDP1 cell CPT
COc1ccc(-c2nc(C#N)c(NC(C)c3ccccc3)o2)cc1OC (centres undefined),-2.2%,16.4µM*,?
COc1ccccc1CN1CC(C(=O)NCCC2=CCCCC2)CCC1=O (centres undefined),-1.3%,-7.5%,?
CCCCN1C(=O)c2ccc(C(=O)N(C)CC(=O)Nc3ccc(OCC)c(OCC)c3)cc2C1=O,0.1%,-13.5%,-10.6%
CN(C)C(=O)c1ccc(NC(=O)c2cccc(S(=O)(=O)N3CCN(Cc4ccccc4)CC3)c2)cc1,·,18.4µM*,14.6µM*
Cc1ccc(NC(=O)CNC(=O)c2sc3ccccc3c2Cl)nc1,-9.3%,-27.2%,-21.0%

# Record cards, from the list above.
# Cc1ccc(NC(=O)CNC(=O)c2sc3ccccc3c2Cl)nc1 across the screens: KAT2A inh: -9.3%; DT40 TDP1 no CPT: -27.2%; TDP1 cell CPT: -21.0%
# CCCN(CCC)S(=O)(=O)c1cc2c(cc1Br)CCN2C(=O)CC across the screens: KAT2A inh: ·; DT40 TDP1 no CPT: 5.8µM*; TDP1 cell CPT: 8.2µM*

# Next results.
SMILES,KAT2A inh,DT40 TDP1 no CPT,TDP1 cell CPT
O=C(CSc1n[nH]c(=O)[nH]c1=O)NC1CCCCC1,17.6%,8.3%,-2.9%
Cc1ccc2nc(-c3ccccc3)c(Cc3cccc(F)c3)n2c1,·,20.6µM*,?
Cc1ccc(NC(=O)CS(=O)(=O)c2c[nH]c3ccccc23)c(C)c1,-6.1%,-17.4%,4.6%
CC(=O)n1cc([C@@H]2C=C(C(=O)Nc3ccccc3)O[C@H](OCc3ccc(CO)cc3)C2)c2ccccc21,-6.5%,13µM*,23.1µM*
O=C(OCCNc1ccc(C(F)(F)F)cc1[N+](=O)[O-])c1cc2ccccc2oc1=O,-10.0%,-15.7%,2.1%
Cc1ccc(S(=O)(=O)Nc2ccc(C(=O)NCc3ccccn3)cc2)cc1,-28.0%,-0.2%,10.8%
CC(=O)OC(c1nc2ccccc2c(=O)n1C1CC2(OC1=O)c1ccccc1N1C(=O)C(C)(C)N(O)C12)C(C)C (centres undefined),-10.6%,20.6µM*,16.4µM*
COc1ccc(OC)c(-c2nn(-c3ccccc3)cc2C(=O)NCC2CCCO2)c1 (centres undefined),·,-1.7%,-25.2%
OC[C@@H](O)[C@@H](O[C@H]1O[C@H](CO)[C@@H](O)[C@H](O)[C@H]1O)[C@H](O)[C@@H](O)CO,0.9%,3.7%,-0.3%
CCCN1CCN(CCNC(=O)Nc2ccc(OC)c(OC)c2)CC1,-6.0%,1.3%,?
CC(=O)C(CC(=O)N1CCCC1)C(=O)Nc1ccc(Cl)cc1 (centres undefined),-1.4%,-8.4%,-3.1%
Cc1ccccc1C(=O)Nc1sc2c(c1C(=O)O)CCC2,-0.9%,-6.5%,-11.7%
Cc1sc2ncnc(Nc3ccc(N4CCOCC4)cc3)c2c1-c1ccccc1,1.3%,?,16.4µM*
CS/C(=N\S(=O)(=O)c1cccs1)Nc1ccc(F)c(Cl)c1,-2.2%,?,-12.9%
O=C(OCC(=O)N1CCOCC1)c1ccc(F)cc1Cl,-4.9%,-2.9%,11.1%
O=C(NCSc1ccnc(SCNC(=O)c2ccccc2)n1)c1ccccc1,2.4%,-28.2%,-6.5%
Cc1ccccc1OCC(=O)NCCc1nc2ccccc2[nH]1,1.0%,?,-23.1%
COc1ccc(N2C(=S)N=C(Nc3ccccc3)C23CCCCC3)cc1,-2.3%,-13.6%,?
NNC(=O)c1c(O)c2cccc3c2n(c1=O)CCC3,-0.1%,1.5%,-2.6%
C/C(=N/Nc1ccc(C(=O)O)cc1)c1ccc(O)c(O)c1O,0.9%,14.6µM*,14.6µM*
Cn1cc([N+](=O)[O-])c(C(=O)N/N=C/c2ccc3c(c2)OCO3)n1,-0.9%,6.7%,29.9%
CC(C)NC(=O)N1CC[C@@]2(CCCN(S(C)(=O)=O)C2)C1,-1.7%,3.7%,7.3%
Cc1nc(SCC(=O)O)c(C#N)c(-c2ccco2)c1C(=O)N(C)C,-9.0%,8.7%,4.2%
COc1cccc(CNC(=O)C2CCN(S(=O)(=O)N3CCC(C)CC3)CC2)c1,-4.4%&-9.2%,?,?
Cc1c(C(=O)Nc2ccc(-c3nc4cc(Cl)ccc4o3)cc2)oc2ccccc12,21.3%,-10.9%,15.5%
CC1(c2ccccc2)NC(=O)N(CC(=O)NCC2CCCO2)C1=O (centres undefined),-0.8%,-4.3%,-1.1%
O=C(N/N=C/c1coc2ccccc2c1=O)c1ccncc1,-20.6%,-14.1%,-23.7%
O=C(CC1S/C(=N/N=C/C=C/c2ccccc2)NC1=O)Nc1ccc(Cl)c(Cl)c1 (centres undefined),-0.8%,?,-10.6%
COc1ccc(CSC(=N)N)cc1[N+](=O)[O-],-13.0%[0.501 µM],23.1µM*,23.1µM*
Cn1cc(S(=O)(=O)N2CCCCCC2)cc1C(=O)NCc1ccc(F)cc1,-4.7%,?,-24.8%
COc1ccc(-c2n[nH]nc2C2=CC(=O)CC(C)(C)C2)cc1,·,?,?
CCOC(=O)c1c(CC(C)C)csc1/N=C/C1C(=O)CC(C)(C)CC1=O,0.4%,5.5%,25.6%
COc1ccc(/C=C2/N=C(SC3CCOC3=O)N(c3cccc(OC)c3)C2=O)cc1 (centres undefined),-8.7%,-25.7%,-1.7%
Cc1cccnc1Nc1nc(-c2ccc(O)cc2)cs1,-12.3%,-24.8%,-34.6%
Cc1cccc(OCC(=O)O/N=C(\N)c2ccccn2)c1,-4.5%,-11.6%,5.3%
